Compound activity deposited in PubChem by several laboratories.
Measles CPE – protection of cells from measles virus. Measles virus-infected cells, CPE protection, absorbance. protection (pct of control), % at 4 µM. AID 841. hit rate 1.5% among 140,000; in the data active = protection mostly above about 24%, no sharp cut-off; inactive = mostly below about 26%; note: some compounds called inactive have numbers as strong as hits
Yeast lifespan up – yeast lifespan extension. hit rate 0.68% among 130,000. AID 775. inhibition of the nicotinamide effect, % at 10 µM. S. cerevisiae growth with nicotinamide, OD615; deaD strain in restrictive glucose medium;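 active = inhibition above a set limit, placed 3 SD over the median of all compounds, cut at about 26% in these data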;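 note: 0% = nicotinamide-treated wells and 100% = cells grown without nicotinamide; some compounds called inactive have numbers as strong as hits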
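assay system = DeaD-strain S. cerevisiae | measured by = absorbance at 615 nm | probe or stimulus = nicotinamide 1.5 mM | buffer or medium = CSMM-D glucose medium, restrictive | times = 48 h at 30 °C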
HCT116 bCat-KO – beta-catenin-lacking colon tumor cell growth suppression | HCT116 beta-catenin knockout viability, CellTiter-Glo, 60 h; hits give low values | viability, % at 10 µM | hit rate 1.5% among 140,000;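 active = viability at or under a set limit, the compound median less 4 SD, cut at about 6% in these data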;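 note: 0% = Hyamine 1622 control at 20 µM and 100% = untreated cell control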
NPY Y2 blocker – antagonists of human neuropeptide Y receptor Y2; P49146; NPY-Y2 expressing cells, antagonist mode; inhibition, % at 2.7 µM; hit rate 0.99% among 140,000; AID 793; in the data active = inhibition above about 17%;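 note: 0% = vehicle with agonist challenge and 100% = reference antagonist with challenge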
Target sequence (P49146 whole entry, looked up): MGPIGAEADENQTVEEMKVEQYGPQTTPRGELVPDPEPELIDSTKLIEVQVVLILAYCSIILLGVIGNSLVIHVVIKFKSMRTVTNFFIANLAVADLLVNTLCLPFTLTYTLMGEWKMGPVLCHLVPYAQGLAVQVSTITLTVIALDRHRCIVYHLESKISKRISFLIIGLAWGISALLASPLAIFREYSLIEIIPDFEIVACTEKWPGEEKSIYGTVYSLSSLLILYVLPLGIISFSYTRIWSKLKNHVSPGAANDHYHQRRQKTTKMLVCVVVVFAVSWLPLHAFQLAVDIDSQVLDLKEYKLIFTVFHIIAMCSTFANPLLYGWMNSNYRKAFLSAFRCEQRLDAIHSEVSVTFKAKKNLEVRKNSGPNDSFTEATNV
PTEN del growth – PTEN-deleted cell growth suppression; hit rate 1.2% among 140,000; viability, % at 10 µM; HCT116 PTEN-null viability, CellTiter-Glo, 60 h; hits give low values;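 active = viability at or below a set limit, 4 SD under the median of all tested compounds, cut at about 3.7% in these data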;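 note: PTEN knockout HCT116 line with beta catenin targeted HCT116 as companion control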
MRP-1 activ – activates MRP-1. H69AR cells + doxorubicin, viability rescue, CellTiter-Glo. viability increase, % at 10 µM. hit rate 0.61% among 140,000;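 active = viability gain under doxorubicin at or above a set limit, the compound median plus 3 SD, cut at about 4.7% in these data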;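 note: MRP-1 overexpressing cells given doxorubicin 25 µM after compound pretreatment; 18-22 h compound pretreatment then 72 h with doxorubicin before readout; 0% = doxorubicin-only wells and 100% = vehicle-treated cells without doxorubicin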
Phagocytosis inh – inhibitors of macrophage phagocytosis; AID 1029; hit rate 0.07% among 110,000; inhibition, % at 5 µM; J774A.1 macrophage IgG-bead phagocytosis, imaging;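 active = inhibition above the mean of the plate negative controls plus 5 SD, cut at about 13% in these data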;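 note: phagocytic index as fraction of beads internalized from green versus red external bead signal; plate controls were DMSO negative control for no effect and cytochalasin-D positive control for full effect; some results beyond the cut were filed as inactive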
Yeast growth inh – chemicals that inhibit yeast BB579 growth in restrictive medium (lifespan-shortening candidates); S. cerevisiae BB579 growth, OD615, 48 h; inhibition, % at 10 µM; hit rate 0.51% among 140,000;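 active = inhibition above a set limit, 3 SD over the mean compound inhibition, cut at about 44% in these data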; note: inactives centre near -24
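Assay system: S. cerevisiae DeaD strain BB579 yeast. Medium: CSMM-D restrictive synthetic medium containing dextrose (glucose). Times: 4 h cell preincubation, 48 h compound exposure, 30 °C humidified. Signal: OD615 turbidity measurement. Benchmarks: positive control amphotericin B 10 µg/mL.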
GALR2 blocker – blocks the human galanin receptor 2. O43603. GALR2-expressing cells, antagonist mode. inhibition, % at 4 µM. hit rate 0.39% among 140,000; in the data active = inhibition above about 27%;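 note: cells stimulated with galanin 1-16 at roughly its EC80; 0% = agonist challenge control and 100% = basal control without agonist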
Target sequence (O43603 whole entry, looked up): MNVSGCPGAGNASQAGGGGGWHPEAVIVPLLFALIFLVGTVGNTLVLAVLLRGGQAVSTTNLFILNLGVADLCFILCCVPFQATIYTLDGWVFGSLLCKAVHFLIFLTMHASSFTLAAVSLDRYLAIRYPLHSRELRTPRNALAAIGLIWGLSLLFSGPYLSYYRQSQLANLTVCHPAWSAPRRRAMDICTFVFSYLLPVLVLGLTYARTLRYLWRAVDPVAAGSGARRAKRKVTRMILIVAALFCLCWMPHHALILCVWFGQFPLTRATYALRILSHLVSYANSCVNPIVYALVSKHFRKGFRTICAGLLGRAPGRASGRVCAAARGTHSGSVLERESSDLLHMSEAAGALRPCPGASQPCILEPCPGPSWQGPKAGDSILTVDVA
E-sel TNF inh – TNF alpha driven E-selectin expression inhibition; HUVEC TNFa-induced E-selectin immunofluorescence, high content; inhibition, % at 2 µM; hit rate 0.71% among 120,000; AID 1246;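 active = inhibition above the batch mean plus 3 SD, and confirmed as a hit on visual image review, cut at about 43% in these data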;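 note: 0% = TNF-stimulated DMSO wells and 100% = unstimulated control wells; not every result past the cut was called active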
Numbers without * were called inactive; . = no result given. An unsorted share of the library (roughly 6.1% active in at least one column).

SMILES	HCT116 bCat-KO	Phagocytosis inh	MRP-1 activ	PTEN del growth	E-sel TNF inh	Yeast lifespan up	NPY Y2 blocker	Yeast growth inh	GALR2 blocker	Measles CPE
NC(=O)c1nsc(C(=O)N(CC(=O)NCc2ccco2)c2ccccc2F)c1N	89	.	-4.4	94	4	.	0	4	-1	37
O=C(CN1CCCCCC1)OCCN=C1NS(=O)(=O)c2ccccc21	99	-2	0.2	95	-11	-5	14	-9	5	2
O=S(=O)(NCc1cn2ccsc2n1)c1cccs1	85	2	-1.9	104	9	-4	0	-23	-4	8
Cc1nc(/C=C/c2ccccc2)cc(/C=C/c2ccccc2)n1	91	-2	0.1	92	-35	-7	7	-29	-6	16
COc1ccc(-c2cc(C(=O)OCC(=O)Nc3cc(C)on3)c3ccccc3n2)cc1OC	81	.	-1.2	92	.	1	-1	-80	-2	3
COc1ccc2c(c1)CCc1sc(NC(=O)c3ccco3)nc1-2	86	0	0.0	92	9	-13	0	14	-7	5
CC(C)(C)C(=O)Nc1ccccc1C(=O)Nc1ccncc1	91	.	-1.4	94	15	.	3	-2	3	9
Cc1ccc2c(c1)c1c3n2CC(=C2C(=O)OC(C)(C)OC2=O)NC3CCC1 (centres undefined)	83	1	0.7	82	-9	-27	-1	-48	-8	5
O=C(COC(=O)Cc1cccs1)Nc1ccccc1F	105	5	1.0	103	17	-17	2	9	0	33
Cn1c(=O)[nH]c(NC2CCCCC2)c(N=O)c1=O	89	.	-0.4	100	-13	-3	0	-16	-12	41*
CCOC(=O)c1[nH]c2ccc(Cl)cc2c1-c1ccccc1	94	.	-1.0	82	27	57	-2	-38	4	14
CCN(CC)CCCN1C(=O)c2oc3ccccc3c(=O)c2C1c1cccs1 (centres undefined)	94	-1	-3.7	96	-2	-5	5	-42	-17	7
COc1ccc(S(=O)(=O)N(C)c2ccc(OCC(=O)Nc3cc(C)on3)cc2)cc1	91	-1	-1.6	84	-5	-18	1	-53	-1	9
C=CCOc1c(CNc2nccs2)cccc1OCC	93	3	-1.1	90	-12	4	5	-41	0	7
Cc1c(CC(Cl)(Cl)Cl)c2c(n1O)CC(C)(C)CC2=O	94	-3	-3.5	95	-2	7	1	-33	-2	5
CC(C)Oc1ccc(-c2nn(-c3ccccc3)cc2/C=c2\sc3ncnn3c2=O)cc1	81	0	5.8*	96	-13	9	2	-9	-9	6
COc1ccc(N2C(=O)S[C@@H]3CS(=O)(=O)C[C@@H]32)cc1	88	-2	-1.2	101	-17	4	1	-45	2	6
O=C(CCN1C(=O)COc2ccccc21)NCCCN1CCN(c2ccc(F)cc2)CC1	86	.	-4.0	85	-1	-4	3	-1	1	4
COc1ccc(C(=O)Nc2ccc(OCc3ccccc3)cc2)cc1[N+](=O)[O-]	100	.	1.6	92	-9	60*	0	9	-8	5
CC(/C=C/c1cccc([N+](=O)[O-])c1)=N\NC(=O)c1ccncc1	20	18	-4.3	28	.	17	1	4	5	21
O=C(CCN1C(=O)c2ccccc2C1=O)N(CCO)Cc1ccccc1	82	.	-1.1	90	5	-18	1	-1	-4	18
CCc1cccc(N=c2c([N+](=O)[O-])nn(-c3ccc(Cl)cc3)n2O)c1	100	-2	-1.9	87	-43	-12	1	-5	-8	9
O=C(COC(=O)C1CC(=O)N(Cc2ccco2)C1)c1ccc(OC(=O)c2ccccc2)cc1 (centres undefined)	80	.	-0.3	93	-11	.	2	-55	-13	15
CCOc1ccc(-c2cc(C(=O)NN3CCN(C)CC3)c3cc(Cl)ccc3n2)cc1	86	-1	-2.9	74	15	-4	3	-23	-4	4
O=C(NCc1ccccc1)C(=O)NCC1OCCN1C(=O)c1cccs1 (centres undefined)	93	-12	3.1	102	.	-3	-1	3	0	6
CC12CC3CC(C)(C1)CC(CN)(C3)C2	88	2	-0.9	87	-3	-8	16	-16	-11	9
O=C(O)CC(c1ccc(Cl)cc1)n1cccc1 (centres undefined)	87	.	-1.6	92	-38	-16	3	-39	-1	19
CC(=O)C(C)Oc1ccc2c3c(c(=O)oc2c1)CCCCC3 (centres undefined)	79	.	-0.6	85	-13	-12	2	-36	-6	6
C=CCOc1ccc(C=Nc2ccc(C)c(Cl)c2)c(O)c1	100	-7	-0.1	92	.	-2	1	-23	6	6
O=C(NCC(c1cccnc1)N1CCN(c2ccccc2)CC1)C1CCCCC1 (centres undefined)	90	0	-1.1	73	-38	-7	3	-5	-10	6
COC(=O)c1cc(/C=C/c2ccccc2)on1	102	.	0.3	.	.	-12	6	-40	10	2
N=c1n(CCO)c2ccccc2n1CCOc1ccc(Cl)cc1Cl	1.7*	0	-5.7	1.6*	-14	-8	9	2	4	11
CN(c1ccccc1C(=O)Nc1ccc(S(=O)(=O)N2CCCCC2)cc1)S(C)(=O)=O	91	-2	-1.0	100	8	-7	2	-47	-13	25
COC(=O)C(CC(C(=O)OC)C(=O)OC)C(=O)OC	91	-5	-0.5	95	34	-19	1	-22	6	12
Cc1ccccc1OCCCC(=O)Nc1ccc(Br)cc1	89	-1	-1.0	93	-23	-4	7	-46	-3	-1
Cc1ccc(N=Cc2c(O)n(-c3ccc4c(c3)OCO4)c(=O)c3ccccc23)cc1	48	-1	-2.5	8	17	-6	-2	-4	-6	20
CCCc1[nH][nH]c(=O)c1C(c1ccc(Cl)cc1)C(C#N)C#N (centres undefined)	86	.	-3.7	84	3	.	3	-19	-1	0
CCOc1cccc2cc(C(=O)Nc3ccccc3-c3ccccc3)c(=O)oc12	86	0	-0.8	105	.	1	1	-22	-8	9
CN1CCN(C(=O)CSc2nc(-c3cccs3)ccc2C#N)CC1	98	-2	-2.9	97	-17	-23	3	-42	7	2
O=C(CSc1ncnc2scc(-c3ccc(F)cc3)c12)c1ccc2c(c1)OCCO2	71	-9	-1.3	66	-17	5	5	-24	2	6
Cc1c(Cl)cccc1N(CC(=O)N1CCCCCC1)S(C)(=O)=O	93	-1	-2.3	92	.	0	1	-15	9	33
CCOC(=O)C(NCCc1ccc(F)cc1)(NC(=O)CC)C(F)(F)F (centres undefined)	103	0	-1.1	96	.	4	-3	-39	11	16
CCOC(=O)C(C)C1(O)c2ccccc2-c2ncccc21 (centres undefined)	99	-1	-4.5	106	12	-6	0	-16	7	5
CCOC(=O)N1CCN(CC(=O)c2c[nH]c3ccc(F)cc23)CC1	91	-1	-3.5	85	-20	-16	3	-42	0	5
CC(NC(=O)Cc1ccsc1)c1ccc(S(N)(=O)=O)cc1 (centres undefined)	97	1	0.6	102	-51	-8	1	-22	1	9
COCCn1c(=N)c(C(=O)NCc2ccco2)cc2c(=O)n3ccccc3nc21	61	0	-2.9	61	-22	-12	9	-32	12	4
COCCNC(=O)CN(CCc1ccccc1)S(=O)(=O)c1ccc(OC)cc1	88	.	-2.4	98	-41	-3	-1	-18	9	0
COc1cccc(-n2c(Cc3cc(=O)[nH]c(=O)[nH]3)nnc2SCC(=O)N2CCCC2)c1	101	-1	-2.1	103	5	-17	1	-12	0	18

Exported as labelled records: entries from further up
> CCOC(=O)C(C)C1(O)c2ccccc2-c2ncccc21 (centres undefined)
  HCT116 bCat-KO: 99	Phagocytosis inh: -1	MRP-1 activ: -4.5	PTEN del growth: 106	E-sel TNF inh: 12	Yeast lifespan up: -6	NPY Y2 blocker: 0	Yeast growth inh: -16	GALR2 blocker: 7	Measles CPE: 5

> Cc1c(Cl)cccc1N(CC(=O)N1CCCCCC1)S(C)(=O)=O
  HCT116 bCat-KO: 93	Phagocytosis inh: -1	MRP-1 activ: -2.3	PTEN del growth: 92	E-sel TNF inh: .	Yeast lifespan up: 0	NPY Y2 blocker: 1	Yeast growth inh: -15	GALR2 blocker: 9	Measles CPE: 33

> COCCn1c(=N)c(C(=O)NCc2ccco2)cc2c(=O)n3ccccc3nc21
  HCT116 bCat-KO: 61	Phagocytosis inh: 0	MRP-1 activ: -2.9	PTEN del growth: 61	E-sel TNF inh: -22	Yeast lifespan up: -12	NPY Y2 blocker: 9	Yeast growth inh: -32	GALR2 blocker: 12	Measles CPE: 4

> CC(NC(=O)Cc1ccsc1)c1ccc(S(N)(=O)=O)cc1 (centres undefined)
  HCT116 bCat-KO: 97	Phagocytosis inh: 1	MRP-1 activ: 0.6	PTEN del growth: 102	E-sel TNF inh: -51	Yeast lifespan up: -8	NPY Y2 blocker: 1	Yeast growth inh: -22	GALR2 blocker: 1	Measles CPE: 9

Grouped by structure: those above with a cyano group (two)
SMILES	HCT116 bCat-KO	Phagocytosis inh	MRP-1 activ	PTEN del growth	E-sel TNF inh	Yeast lifespan up	NPY Y2 blocker	Yeast growth inh	GALR2 blocker	Measles CPE
CCCc1[nH][nH]c(=O)c1C(c1ccc(Cl)cc1)C(C#N)C#N (centres undefined)	86	.	-3.7	84	3	.	3	-19	-1	0
CN1CCN(C(=O)CSc2nc(-c3cccs3)ccc2C#N)CC1	98	-2	-2.9	97	-17	-23	3	-42	7	2

More structures:
SMILES	HCT116 bCat-KO	Phagocytosis inh	MRP-1 activ	PTEN del growth	E-sel TNF inh	Yeast lifespan up	NPY Y2 blocker	Yeast growth inh	GALR2 blocker	Measles CPE
O=C(O)CCC(=O)c1ccc2c(c1)OCCO2	97	-1	-1.8	82	.	-10	18*	-8	-12	4
Cn1nnc2cc(NC(=O)N3CCN(c4ccccn4)CC3)ccc21	105	2	-0.7	103	.	0	0	-59	-2	6
COCCCNC(=O)c1ccc(N2CCCC2)c(NS(=O)(=O)c2ccc(C)cc2)c1	98	-1	-2.8	91	.	-2	4	-22	0	11
CC(=O)Nc1sc2c(c1C(=O)N1CCOCC1)CCCCC2	91	3	-0.3	95	22	-6	1	6	1	17
O=c1n(-c2ccccc2)c(=O)n2n1CCC2	88	2	0.4	93	.	-5	0	14	10	22
CCn1c(SCC(=O)Nc2oc(-c3ccccc3)c(-c3ccccc3)c2C#N)nnc1-c1cc(OC)cc(OC)c1	94	0	0.9	94	.	-13	0	-20	3	8
Cc1ccc(CC(NC(=O)c2ccccc2)C(=O)NCC(=O)O)cc1 (centres undefined)	86	-3	-1.3	92	16	-3	2	26	-4	3
CCCCCCCCCCSc1n[nH]c(NC(C)=O)n1	88	-1	-0.6	85	.	3	0	-78	-2	5
CCCC(c1nnnn1CC(=O)OCC)N(Cc1cc2ccc(C)cc2[nH]c1=O)C1CCCC1 (centres undefined)	90	0	-3.0	80	8	-1	14	-24	-15	5
CCN(CC)S(=O)(=O)c1cccc(NC(=O)COc2ccc(C#N)cc2OC)c1	83	0	-1.5	86	.	3	2	-39	5	10
